esBAF inh: blocks esBAF chromatin remodeling in mouse ES cells; Bmi1-luciferase knock-in reporter, 24 h; 100% = twice the neutral-well signal; reporter increase, % at 12.5 µM; actives 2% (n = 350,000); in the data active means activation above about 40%; inconclusive means no clear call, values can overlap the other calls;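 further: 0% = median of the plate's neutral control wells and 100% = double that signal; a rise in the Bmi1 reporter signal indicates esBAF inhibition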
LGR2 antag: blocks bursicon-induced cAMP signaling via Drosophila LGR2. actives 0.35% (n = 380,000). HEK293 LGR2, CRE-luciferase, bursicon-stimulated, 4 h. AID 720647. inhibition, % at 9.99 µM;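 active means drop in luminescence signal, shown as inhibition above about 50% in the replicate tests, limit read from the data, passing the limit was not always enough; inconclusive means probably only some replicates passing the limit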;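 further: agonist challenge used bursicon conditioned medium at about half maximal strength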
FN deposit inh: fibronectin deposition inhibition. AH1F fibroblasts, Alexa488-fibronectin deposition fluorescence, overnight. inhibition, % at 12.6 µM. actives 0.086% (n = 350,000);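 active means mean inhibition across replicates of 30% or more, regardless of how many single replicates reach that level; inconclusive means mean under 30% yet at least half of replicates reach 30%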;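 further: positive control wells lacked labelled fibronectin entirely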
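Test system: AH1F fibroblast monolayer depositing Alexa488-labelled fibronectin into matrix. Input: 10000 cells per well. Technique: fluorescence, ex 485 nm, em 525 nm. Buffer or medium: DMEM plus 2% serum, read in PBS. Timing: 1 h cell adhesion before compound, then overnight fibronectin incubation. Compound: single dose, pinned. Read-out basis: inhibition from reduced deposited-fibronectin fluorescence.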
CASP6 VEID inh: blocks human caspase-6 cleavage activity; P55212; purified caspase-6, Z-VEID-R110 cleavage fluorescence; inhibition, % at 12.5 µM; actives 0.53% (n = 350,000);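 active means mean inhibition across replicates at least about 35%, with every replicate also reaching that limit, limit read from the data; inconclusive means only one of the two criteria met; inactive means neither criterion met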;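 further: 0% = median of neutral control wells and 100% = no fluorescence left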
Target sequence (P55212 24-179 limits assumed): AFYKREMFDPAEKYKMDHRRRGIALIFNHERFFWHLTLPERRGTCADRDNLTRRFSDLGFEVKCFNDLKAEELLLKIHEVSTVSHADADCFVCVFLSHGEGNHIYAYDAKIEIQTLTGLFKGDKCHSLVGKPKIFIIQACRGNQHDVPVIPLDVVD
Target sequence (P55212 194-293 limits assumed): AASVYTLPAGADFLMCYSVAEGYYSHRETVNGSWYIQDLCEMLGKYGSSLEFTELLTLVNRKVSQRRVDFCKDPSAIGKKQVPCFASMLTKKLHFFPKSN
S100A4 MyoIIA: blocks human S100A4 binding to myosin IIA peptide | actives 0.14% (n = 360,000) | inhibition, % at 10.7 µM | S100A4/TAMRA-MyoIIA peptide fluorescence polarization | P26447;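 active means mean inhibition of at least 70% across replicates, with every replicate also reaching that level; inconclusive means mean inhibition reaches 70% but some replicates fall short; inactive means mean inhibition below 70%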
Target sequence (P26447 whole entry, looked up): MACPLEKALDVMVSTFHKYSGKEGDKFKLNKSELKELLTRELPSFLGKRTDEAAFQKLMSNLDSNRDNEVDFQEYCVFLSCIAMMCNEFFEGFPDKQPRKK
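assay system = human S100A4 monomer with TAMRA-labelled myosin IIA peptide | also added = labelled myosin peptide probe, 5 nM | incubation = 5 min between mix addition and reading | control set = DMSO and TFP controls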
SIRT5 block: sirtuin-5 (human) deacylase inhibition | inhibition, % at 15 µM | actives 1.1% (n = 330,000) | Purified SirT5, succinyl-peptide AMC, trypsin-coupled fluorescence | Q9NXA8; in the data active means inhibition above about 15%; inconclusive means no clear call, values can overlap the other calls
Target sequence (Q9NXA8 whole entry, looked up): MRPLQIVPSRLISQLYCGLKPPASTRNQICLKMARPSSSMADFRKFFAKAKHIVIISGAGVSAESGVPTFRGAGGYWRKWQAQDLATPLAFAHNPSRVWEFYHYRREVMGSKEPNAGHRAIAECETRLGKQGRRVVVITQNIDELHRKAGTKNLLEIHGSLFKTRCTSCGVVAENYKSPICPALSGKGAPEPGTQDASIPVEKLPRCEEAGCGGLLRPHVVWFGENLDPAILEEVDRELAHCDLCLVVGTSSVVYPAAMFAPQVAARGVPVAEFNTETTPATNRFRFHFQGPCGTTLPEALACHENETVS
Statin myotox sup: suppression of simvastatin myotoxicity | C2C12 myotubes + simvastatin, ATP luminescence, 48 h; scaled: DMSO 0, geranylgeraniol control 100 | rescue of ATP level, % at 7.49 µM | actives 0.78% (n = 330,000);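 active means mean ATP rescue above about 67%, or every replicate alone reaching that limit, limit read from the data, passing the limit was not always enough; inconclusive means no clear call, values can overlap the other calls; inactive means mean under the limit and some replicate under it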;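 further: myotubes were challenged with 10 µM simvastatin during compound exposure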
Active calls of the source: *; ? = inconclusive; . = not tested or not shown.

SMILES	esBAF inh	LGR2 antag	FN deposit inh	CASP6 VEID inh	S100A4 MyoIIA	SIRT5 block	Statin myotox sup
O=C(Nc1ccccc1Br)c1cccc2ccccc12	.	-21	5	-3	-5	-4	.
CC(NS(=O)(=O)c1cccc(Cl)c1F)[C@H](O)c1ccccc1 (stereo not given in full)	-1	6	-3	-1	-3	2	-8
C[C@H](CO)N1C[C@H](C)[C@H](CN(C)Cc2ccc3cccnc3c2)OCc2cnnn2CCCC1=O	-8	13	2	.	.	.	-1
O=C(N/N=C/c1cn(-c2ccccc2)nc1-c1ccc2c(c1)OCCO2)c1ccncc1	53*	-107	9	1	-1	0	-30
CCCC#Cc1cnc2c(c1)C(=O)N([C@H](C)CO)C[C@H](C)[C@@H](CN(C)Cc1ccc3c(c1)OCO3)O2	0	8	.	2	?	2	16
COc1ccc(Nc2nc(N)c(C(=O)c3ccc(F)cc3)s2)cc1	3	-6	16	1	-3	-2	-46
CN(C)c1ccc([C@@H]2[C@@H]([N+](=O)[O-])[C@H]3C=Cc4ccccc4N3[C@H]2C(=O)c2ccc(Cl)cc2)cc1	.	-7	-10	2	-6	1	.
Cc1cc(C)n2nc(SCC(=O)N/N=C/c3cccc(Br)c3)nc2n1	.	1	.	2	-3	-1	.
COc1cccc(-c2ncc3ccccc3c2COC(=O)c2ccc(Br)cc2)c1	10	2	11	-1	-5	-5	0
CC(C)C(=O)NC(=S)Nc1ccccc1N1CCN(C(=O)c2ccc(Cl)cc2)CC1	-1	16	-2	-1	5	-1	-16
Cc1cccc(S(=O)(=O)N2CCCCN3[C@@H](CO)[C@H](c4ccc(C#CC(C)C)cc4)[C@@H]3C2)c1	.	25	.	-2	-3	-1	.
Cc1ccc(S(=O)(=O)Nc2cccc3c2O[C@@H](CN(C)Cc2ccc(-c4ccccc4)cc2)[C@H](C)CN([C@H](C)CO)C3=O)cc1	7	16	.	1	0	-1	0
COC(=O)c1c(NC(=O)COC(=O)CCNS(=O)(=O)c2ccccc2)sc(C)c1C	2	18	-4	5	-4	0	1
COc1ccccc1NC(=O)C[C@H]1CC[C@H]2[C@@H](COc3ccc(NC(C)=O)cc3C(=O)N2C)O1	.	-9	-23	-1	-5	-3	.
C[C@H]1CN([C@@H](C)CO)C(=O)c2c(c3ccccc3n2C)-c2ccccc2CO[C@@H]1CN(C)C(=O)c1ccncc1	1	-6	-4	0	-1	-4	.
COc1ccc(OC)c(C2C(C#N)=C(N)N(N(C)C)C3=C2C(=O)CC(C)(C)C3)c1 (stereo not given)	.	-14	-1	2	-5	1	.
COCCNC(=S)N1CCN(c2ccc(Cl)cc2)CC1	.	16	-8	1	3	0	.
Cc1ccc(NC(=O)CN(C)S(=O)(=O)c2ccc3c(c2)n(C)c(=O)c(=O)n3C)cc1	-3	3	-3	-2	4	-5	-1
CCOC(=O)c1c(C)[nH]c(C(=O)N2CCCC(C(=O)c3ccccc3OC)C2)c1C (stereo not given)	3	-6	-6	2	5	-3	2
COc1cc2cc(CN(CCc3cccc(C)c3)C(=S)NCCCN(C)C)c(=O)[nH]c2cc1OC	.	17	-5	2	-1	-10	.
CC(=O)N(C)C[C@H]1Oc2cc(C#Cc3ccncc3)ccc2S(=O)(=O)N([C@H](C)CO)C[C@H]1C	-3	3	-6	1	-6	4	-1
CCc1nc2c(OCC3CCCCC3)cccn2c1N(C)C(=O)c1ccc(C)cc1	10	.	18	.	-5	5	-17
COc1ccc([C@@H]2CC=C(C(=O)O)[C@H](c3ccc(Cl)cc3)N2S(=O)(=O)c2ccc(C)cc2)cc1OC	-3	4	6	-2	-2	.	-6
Cn1c(SCC(=O)OCC(=O)c2ccccc2)nnc1-c1cccs1	-3	.	-3	.	.	.	7
CCC1=NN(C(=O)c2ccc([N+](=O)[O-])cc2)C(O)(c2ccccc2)C1 (stereo not given)	-12	12	-1	-3	-3	10	-16

Printed as active in esBAF inh, among the entries above:
| smiles | esBAF inh | LGR2 antag | CASP6 VEID inh | S100A4 MyoIIA | SIRT5 block |
| --- | --- | --- | --- | --- | --- |
| O=C(N/N=C/c1cn(-c2ccccc2)nc1-c1ccc2c(c1)OCCO2)c1ccncc1 | 53* | -107 | 1 | -1 | 0 |

Some values from above.
For esBAF inh, Cc1ccc(NC(=O)CN(C)S(=O)(=O)c2ccc3c(c2)n(C)c(=O)c(=O)n3C)cc1 shows -3
For FN deposit inh, C[C@H](CO)N1C[C@H](C)[C@H](CN(C)Cc2ccc3cccnc3c2)OCc2cnnn2CCCC1=O shows 2
For FN deposit inh, C[C@H]1CN([C@@H](C)CO)C(=O)c2c(c3ccccc3n2C)-c2ccccc2CO[C@@H]1CN(C)C(=O)c1ccncc1 shows -4
For CASP6 VEID inh, CC(C)C(=O)NC(=S)Nc1ccccc1N1CCN(C(=O)c2ccc(Cl)cc2)CC1 shows -1
For FN deposit inh, COc1ccccc1NC(=O)C[C@H]1CC[C@H]2[C@@H](COc3ccc(NC(C)=O)cc3C(=O)N2C)O1 shows -23
For Statin myotox sup, CCC1=NN(C(=O)c2ccc([N+](=O)[O-])cc2)C(O)(c2ccccc2)C1 (stereo not given) shows -16

Next part
SMILES	esBAF inh	LGR2 antag	FN deposit inh	CASP6 VEID inh	S100A4 MyoIIA	SIRT5 block	Statin myotox sup
Cc1cccc(-c2noc(-c3ccc4c(c3)OCO4)n2)c1	.	66*	-6	-4	-1	13	.
COc1ccc(Nc2nnc(-c3ccc(O)cc3)c3ccccc23)cc1C(N)=O	.	-17	11	-1	-4	2	.
O=C(C1CCN(C2CCN(Cc3cccc4c3OCO4)CC2)CC1)N1CCOCC1	-3	-2	-5	-5	-25	0	10
CCC(=O)N1[C@@H](C#N)[C@H](c2ccccc2-c2ccccc2)[C@@H]1CO	.	14	4	-3	0	0	.
O=C(CCn1cnc2ncccc2c1=O)N1CCN(c2cccc(Cl)c2)CC1	-3	-17	-17	11	3	-2	-2
CCCCN1CCNC[C@@H]1Cc1ccc(O)cc1	-1	-3	-4	-4	-6	1	2
O=[N+]([O-])c1ccc(S(=O)(=O)NN=C2CCCCC2)cc1	-4	0	.	0	-2	.	3
Cc1c(C(=O)N2CCCCC2)sc(NC(=O)C2CC2)c1C#N	-6	6	.	1	-1	0	26
CN1CCCCN2[C@H](CO)[C@@H](c3ccc(C#CC4(O)CCCC4)cc3)[C@@H]2C1	2	-2	.	1	-8	-2	-7
Cc1ccc(S(=O)(=O)Nc2ccc3c(c2)C(=O)N([C@@H](C)CO)C[C@@H](C)[C@H](CN(C)S(=O)(=O)c2cccs2)OCCCC[C@@H](C)O3)cc1	13	8	.	2	-1	6	.
O=C(C1CCOCC1)N1CC(=O)N2[C@@H](CO)[C@H](c3ccc(C#CC4CCCC4)cc3)[C@@H]2C1	.	-3	9	-3	-18	2	.
COc1ccc(-c2[nH]c(-c3ccc(SC)cc3)nc2SCC(=O)Nc2nccs2)cc1	.	-4	7	-1	4	-4	.
Cc1cc(-c2cc(C(=O)Nc3ccccc3)on2)nc(NCC2CC2)n1	-2	-22	9	-1	-1	.	-1
CC(C)c1nc(SCC(=O)N2CCOCC2)c2c(=O)n(C)c(=O)n(C)c2n1	-2	6	-2	2	-3	2	0
O=C(O)CCC(=O)N1CCC(C(=O)c2cccc(Cl)c2)CC1	-4	2	.	0	-1	2	20
O=C(C1CN(C(=O)c2cc3ccccc3o2)c2ccccc2O1)N1CCCCC1 (stereo not given)	12	-1	1	0	7	-4	-4
Cc1ccc(-n2c(-c3ccncc3)n[nH]c2=S)c(C)c1	.	13	.	-2	1	1	.
COc1ccccc1-c1cccc2[nH]c3c(c12)CCN1C(=O)[C@H]2[C@H](C)ON(C)[C@H]2C[C@@H]31	.	-21	-1	6	-13	-2	.
CCC(=O)N/C(N)=N/c1nc2ccccc2o1	.	-31	3	-2	-6	-4	.
O=C(N/N=C/c1ccco1)c1cc(-c2ccc3ccccc3c2)n[nH]1	60*	-43	.	.	.	.	22
CO[C@@H]1CC[C@H]2CCN(C)C(=O)C[C@@H](c3ccccc3)CN(C)C(=O)c3cc(C#N)ccc3OC[C@@H]1O2	3	-11	-2	4	-1	-1	8
Cc1cc(C)nc(SC2CC(=O)N(c3ccc(Br)cc3)C2=O)n1 (stereo not given)	-2	-8	-5	-2	-1	2	5
CCOC(=O)c1c(C)[nH]c(C)c1S(=O)(=O)NC(CC)CN1CCOCC1 (stereo not given)	1	5	-7	-2	2	-1	3
COc1ccccc1NC(=O)N1C[C@H](O)COC[C@H]2O[C@H](CC(=O)NCCc3ccncc3)CC[C@@H]21	8	-4	6	0	0	1	11
CCCCCCN1C[C@H](n2cc(C3CC3)nn2)[C@@H](O)C[C@@H]1c1ccccc1	20	-19	13	5	2	-4	6
(further entries)
SMILES	esBAF inh	LGR2 antag	FN deposit inh	CASP6 VEID inh	S100A4 MyoIIA	SIRT5 block	Statin myotox sup
C[C@H]1CN([C@@H](C)CO)C(=O)c2cccc(NC(=O)NC3CCCCC3)c2O[C@@H]1CN(C)S(=O)(=O)c1cccs1	2	4	-2	0	-15	7	-67
Cc1cc(C)c(C(=O)COC(=O)CCn2c(C)csc2=O)cc1C	.	-46	.	10	0	13	.
CC(C)(C)C(=O)N1CCN(c2ncccc2C(F)(F)F)CC1	9	4	-1	3	-2	-4	-3
COC(=O)c1ccc(NC(=O)CNC(=O)c2sc3ccccc3c2Cl)cc1	1	-8	5	1	-2	-3	1
O=C1CSc2ccc(C(=O)N3CCN(c4ccccn4)CC3)cc2N1	12	-5	-7	.	.	.	-13
O=C(Nc1ccccc1N1CCOCC1)c1cccs1	-4	-7	.	-2	4	-3	.
CC(OC(=O)/C=C/c1ccccc1)C(=O)Nc1cccc(C#N)c1 (stereo not given)	.	12	-17	0	0	-5	.
Cn1c(N)c(C(=O)COC(=O)[C@@H]2CCCN2S(=O)(=O)c2ccc(Cl)cc2)c(=O)n(C)c1=O	.	14	6	6	-3	1	.
C[C@H](CO)N1C[C@H](C)[C@@H](CN(C)S(=O)(=O)c2cccs2)Oc2ccc(NC(=O)CCCN(C)C)cc2C1=O	-7	4	.	2	3	-2	10
CC(=O)N(c1ccccc1)c1ccccc1[N+](=O)[O-]	3	-16	1	-2	0	.	1

Among those listed so far, 2 contain a furan ring, fused or not.
SMILES	esBAF inh	LGR2 antag	FN deposit inh	CASP6 VEID inh	S100A4 MyoIIA	SIRT5 block	Statin myotox sup
O=C(C1CN(C(=O)c2cc3ccccc3o2)c2ccccc2O1)N1CCCCC1 (stereo not given)	12	-1	1	0	7	-4	-4
O=C(N/N=C/c1ccco1)c1cc(-c2ccc3ccccc3c2)n[nH]1	60*	-43	.	.	.	.	22

Screens from PubChem.

These rows are one share of the data. The share of hits here may be higher or lower than overall.
